Source: PubChem BioAssay (Broad Institute)
LGR2 inh: Drosophila LGR2 receptor signaling inhibition; HEK293 LGR2, CRE-luciferase, bursicon-stimulated, 4 h; inhibition, % at 9.99 µM; 380,000 tested, 0.35% active;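 active means drop in luminescence signal, shown as inhibition above about 50% in the replicate tests, limit read from the data, passing the limit was not always enough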;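 further: agonist challenge used bursicon conditioned medium at about half maximal strength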
INS-1E GSIS act: primary screen for activators of insulin secretion dependent on glucose, INS-1E cells, GLuc reporter luminescence | INS-1E GLuc reporter insulin secretion, 2-3 h | activation, % at 16.6 µM | 370,000 tested, 0.61% active | AID 743287;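 active means lowest replicate activation of at least 40%, so every replicate reaches that level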;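 further: 0% = median of neutral control wells and 100% = median of IBMX positive control wells; some compounds called inactive have numbers as strong as hits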
PAX8 reporter: lowers PAX8-driven luciferase in RMG-I cells. 360,000 tested, 1.2% active. AID 652154. RMG-I TPO-luciferase reporter, SteadyGlo, 24 h. inhibition, % at 12.6 µM;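 active means mean replicate inhibition at least 60% with every replicate also reaching 60%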;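 further: luciferase light reporting Pax8 driven TPO promoter activity; plate controls were median of neutral control wells for no effect and mitoxantrone controls for full effect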
* = called active by the depositor. The list is partial. The share of hits here may be higher or lower than overall.

SMILES	LGR2 inh	INS-1E GSIS act	PAX8 reporter
CSc1ncccc1C(=O)N1CCCC(CCC(=O)NCc2ccc(F)c(F)c2)C1 (configuration not stated)	8	0	4
CC(C)(O)c1[nH]c2ccc(C#N)cc2c1C(C)(C)O	-1	-8	-11
COc1ccc2c3c(n(C)c2c1)[C@H](CO)N(C(=O)CC1CC1)CC31CCN(C(=O)C2CC2)CC1	6	6	5
Cc1ccc(NC(=O)/C(C#N)=C/c2ccccc2C(F)(F)F)cc1	-26	-10	13
COc1cccc(CNCC(=O)Nc2ccc(N3CCOCC3)cc2)c1	-12	15	-8
CCN(CC)c1ccc2cc(-c3nc(-c4ccc(OC)cc4)cs3)c(=O)oc2c1	-13	-43	-23
[O-][n+]1ccccc1C(O)CSc1ccccc1 (configuration not stated)	1	3	-47
Cc1ccc(N=C2c3ccccc3C(=O)C2[N+](=O)[O-])cc1C (configuration not stated)	-73	5	7
CC(C)n1nnnc1C1c2ccccc2C(=O)N1Cc1ccco1 (configuration not stated)	-5	-3	15
COc1cc(-c2nnco2)cc(OC)c1OC	22	-5	-16
O=C(NCc1ccccc1)[C@@H]1CCCN1C(=O)[C@H]1CCCN1C(=O)c1ccccc1Cl	-7	1	15
CCN(C(C)=O)N(CC)c1nc(Cl)nc(NC(C)C)n1	12	-10	-7
CC(NC(=O)Nc1ccc2c(c1)OCO2)c1ccncc1 (configuration not stated)	1	3	2
CCCCC[C@H](C)N1C[C@@H](COCc2ccccc2)Oc2cc(N3CC[C@@H](N(C)C)C3)ccc2S1(=O)=O	2	-14	20
CC(C)(C)c1ccc(C(=O)N2CCC(=O)N([C@H](COCc3ccccc3)Cc3ccccc3)CC2)cc1	13	-19	-4

Reprinted at random: 6 compounds from above, in no set order.
SMILES	LGR2 inh	INS-1E GSIS act	PAX8 reporter
CC(C)(C)c1ccc(C(=O)N2CCC(=O)N([C@H](COCc3ccccc3)Cc3ccccc3)CC2)cc1	13	-19	-4
COc1cccc(CNCC(=O)Nc2ccc(N3CCOCC3)cc2)c1	-12	15	-8
CCN(C(C)=O)N(CC)c1nc(Cl)nc(NC(C)C)n1	12	-10	-7
CSc1ncccc1C(=O)N1CCCC(CCC(=O)NCc2ccc(F)c(F)c2)C1 (configuration not stated)	8	0	4
Cc1ccc(NC(=O)/C(C#N)=C/c2ccccc2C(F)(F)F)cc1	-26	-10	13
CCN(CC)c1ccc2cc(-c3nc(-c4ccc(OC)cc4)cs3)c(=O)oc2c1	-13	-43	-23

(list continues)
SMILES	LGR2 inh	INS-1E GSIS act	PAX8 reporter
Cc1ccn2cc(-c3cccc(NC(=O)C(C)C)c3)nc2c1	-12	1	-132
O=C(N=Nc1c(O)[nH]c2c(Cl)cc(Cl)cc12)c1ccccc1O	-26	3	-28
Cc1[nH]nc2c1C(c1ccc(F)cc1)N(Cc1ccccc1)C2=O (configuration not stated)	-3	-11	-1
OC(CN1CCOCC1)c1ccc(F)cc1 (configuration not stated)	4	13	6
COC(=O)[C@]12C[C@H](CC(=O)NCC3CCCCC3)C(=O)N(Cc3ccc4c(c3)OCO4)C1=C[C@H](C(C)(C)C)O[C@@H]2C	11	10	18
CCCOc1c(Br)cc(C(N)=O)cc1OCC	-10	7	-8
CC(C)CCNC(=O)[C@@H](Cc1ccccc1)NC(=O)[C@H]1O[C@@H](n2ccc(=O)[nH]c2=O)[C@H](O)[C@@H]1O	-12	15	-7
COC(=O)C1=C(C)C(c2ccc(OC)cc2)NC(=O)N1 (configuration not stated)	-2	5	21
Cc1nc(SC2CC(=O)N(c3ccccc3)C2=O)n[nH]1 (configuration not stated)	2	-5	-6
O=C1NC[C@H](CCCCN2C[C@H](Cc3ccccc3)N(CCC3CCCCC3)C(=O)C2=O)N(CCc2ccc(O)cc2)C1=O	-1	-23	6
O=C(NCC(F)(F)F)c1cc2c(c(-c3cccc(-c4ccccc4F)c3)n1)[C@H](CCO)N(C(=O)CC1CC1)C2	20	16	38
COC(=O)[C@]12CCCCC=C1N(Cc1cccc3ccccc13)C(=O)[C@H](CC(=O)NCc1ccc(OC)c(OC)c1)C2	89*	-27	43
Cc1ccc2nc(NC(=S)NC(=O)c3ccco3)sc2c1	10	-2	33
Nc1[nH]c(C(=O)c2ccccc2)c(-c2ccc(Br)cc2)c1C(=O)NCCc1c[nH]c2ccccc12	8	-7	26
C=CCNC(=O)CCC(=O)NNc1nc2ccccc2c2nc(-c3ccccc3)nn12	9	2	-10
CCOC(=O)[C@]12CCCC=C1N(CCC1=CCCCC1)C(=O)[C@H](CC(=O)NCC13CC4CC(CC(C4)C1)C3)C2	23	8	-11
Cc1ccccc1C1=CC(=O)CC(C)(C)C1=O	-5	9	8
Oc1ccc(C[C@H]2CNC(=S)N2C[C@H]2CCCN2C[C@H](Cc2ccccc2)N2C[C@H](Cc3ccccc3)N(CC3CCCCC3)C2=S)cc1	21	0	39
CC(C)C(C(=O)NCc1ccccc1)N1CCN(c2ccccc2F)CC1 (configuration not stated)	1	-3	0
O=C(NCc1ccccc1Cl)[C@H]1CCCN1C(=O)[C@H]1CCCN1C(=O)c1cccs1	6	-4	-1
COc1cccc(-c2cccc3c4c([nH]c23)[C@@H]2C[C@H]3[C@@H](C(=O)N2CC4)[C@H](C)ON3C)c1	-5	4	-15
CCOC(=O)CC1(C)Oc2cc(Cl)ccc2N1S(=O)(=O)c1ccc(C)cc1 (configuration not stated)	22	-10	12
OC(c1ccccc1)(c1ccccc1)C1CCN(CCCOc2ccc(-c3ccsc3)cc2)CC1	1	84*	55
COCc1[nH]nc2c1C(c1ccc(F)cc1)N(Cc1ccccc1)C2=O (configuration not stated)	-28	16	24
COc1ccc2c3c(n(C)c2c1)[C@H](CO)N(CC1CCCC1)CC31CN(C(C)=O)C1	-20	-6	-2
CCCCCCN(C(=O)CCCCCN1C(=O)NC(c2ccc([N+](=O)[O-])cc2)C(C(=O)OCc2ccccc2)=C1C)C(C(=O)NCCCC)c1ccc(OCC(=O)OC)c(C(=O)OC)c1 (configuration not stated)	4	5	55
O=C(/C=C1\OCc2ccccc21)c1ccccc1	-129	46	-129
CC(C)C[C@@H](COCc1cccc(Cl)c1)N1CCN(C(=O)c2ccc(C(F)(F)F)cc2)CCC1=O	19	-10	10
Cc1nc2ccccc2n1C(C)c1nc2ccccc2n1CC(=O)c1ccsc1 (configuration not stated)	3	21	-10
COc1ccc2c3c(n(C)c2c1)[C@H](CO)N(C(=O)C1CCCC1)CC31CCN(C)CC1	7	10	-8
CCCCn1c(N)c(N(Cc2ccccc2OC)C(=O)COc2cc(C)ccc2Cl)c(=O)[nH]c1=O	10	-17	25
O=C(NCC1CCN(C(=O)C(=O)c2cc3ccccc3o2)CC1)c1ccncc1	-12	4	-12
CCOC(=O)c1nc(Nc2cc(C)cc(C)c2)c2ccccc2n1	-16	-1	-11
O=C1CCCCC(=O)[C@H](O)C[C@H](COCc2ccccc2)O1	-34	5	-3
COCCNC(=S)N(C)[C@H]1C[C@H]2c3[nH]c4ccccc4c3CCN2C(=O)[C@H]1[C@H](C)O	-27	-4	-2
COc1ccc(CN2C(=O)c3ccccc3C2c2nnnn2Cc2ccccc2)cc1 (configuration not stated)	-8	13	5
O=C(Nc1ccc(F)cc1)C1CCN(C(=O)c2ccc([N+](=O)[O-])cc2)CC1	-11	-1	6
CCOC(=O)N1CCN(C(=S)NC(=O)c2ccc(F)cc2)CC1	22	-6	-13
O=C(COC(=O)c1cccc(C(F)(F)F)c1)NCc1ccccc1	7	23	7
CC1(C(=O)NCc2ccccc2)CN(S(C)(=O)=O)CC(=O)N1CCCN1CCOCC1 (configuration not stated)	-2	22	-5
COCCN1C(=O)CSCC1(C)C(=O)NCc1ccccc1 (configuration not stated)	11	9	-11
CCn1c(C)nc2cc(C(=O)NNC(=S)Nc3ccccc3OC)ccc21	-61	9	-21
CCOc1ccccc1NC(=O)COC(=O)C(CC)c1ccccc1 (configuration not stated)	18	-6	-8
COc1ccc2nc(-c3ccc(CN4CCC(c5nc6ccccc6[nH]5)CC4)cc3)c(-c3ccccc3)nc2c1	15	-18	40
CN(Cc1cn(Cc2cccc(C(F)(F)F)c2)nn1)C1CN(Cc2cn(Cc3cccc(C(F)(F)F)c3)nn2)S(=O)(=O)C1 (configuration not stated)	6	-41	20
CCC(=O)N1CC2(CN(C(=O)Cc3ccccc3)C2)c2c(n(C)c3cc(OC)ccc23)[C@H]1CO	3	-2	7
Cc1ccc(C)c(NC(=O)Cn2c(=O)n(-c3ccc(CC(=O)NCC4CCCO4)cc3)c(=O)c3ccccc32)c1 (configuration not stated)	6	-2	9
COc1ccccc1CNC(=O)COC(=O)/C=C/c1ccc(OC(F)F)c(OC)c1	-2	29	-15
CC(=O)Nc1ccc2c(c1)OCO2	-4	2	-1
COc1cc2[nH]c(=S)nc(NC3CCCCCC3)c2cc1OC	5	-6	5
COC(=O)[C@]12C[C@H](CC(=O)N3CCCC3)C(=O)N(CCC3=CCCCC3)C1=C[C@H](C(C)(C)C)O[C@@H]2C	17	294*	-14
COC(=O)c1ccc2nc(-c3ccco3)c(Cc3ccsc3)n2c1	6	-18	-5
COCCn1c(SCC(=O)Nc2ccccc2OC)nc2c(oc3ccccc32)c1=O	-13	-5	0
CCn1ncc([N+](=O)[O-])c1C(=O)Nc1nc2cccc(C)c2s1	-6	-21	-14
O=C(CCc1c[nH]c2ccccc12)Nc1ccc(Oc2cccnc2)cc1	7	-6	14
Cc1c(Br)c([N+](=O)[O-])nn1CC(=O)Nc1c(C)n(C)n(-c2ccccc2)c1=O	19	-17	10
CCOC(=O)c1c(-c2ccc(N(C)C)cc2)oc2c1C(OC)CC2 (configuration not stated)	-2	-2	-8
Cc1ccc(NC(=O)CSc2nc(=O)n(CCN3CCOCC3)c3c2CCCC3)cc1	-10	27	12
NC1=C([N+](=O)[O-])C(c2ccccc2)C2=C(CCCC2=O)O1 (configuration not stated)	-1	4	-4
C=CCN1C[C@H](COC(=O)CSc2ccccc2)Oc2cccc(F)c2S1(=O)=O	-12	-9	-3

No new results follow: entries from further up.
SMILES	LGR2 inh	INS-1E GSIS act	PAX8 reporter
CSc1ncccc1C(=O)N1CCCC(CCC(=O)NCc2ccc(F)c(F)c2)C1 (configuration not stated)	8	0	4
CC(C)(O)c1[nH]c2ccc(C#N)cc2c1C(C)(C)O	-1	-8	-11
COc1ccc2c3c(n(C)c2c1)[C@H](CO)N(C(=O)CC1CC1)CC31CCN(C(=O)C2CC2)CC1	6	6	5

Continuation:
SMILES	LGR2 inh	INS-1E GSIS act	PAX8 reporter
CCOC(=O)c1c(N/N=C/c2ccncc2)n[nH]c1C	-26	8	-40
Nc1c(C(=O)Nc2ccc(Cl)c(Cl)c2)sc2nc(-c3cccnc3)ccc12	3	6	-5
CCCCCn1nnnc1C1c2ccccc2C(=O)N1Cc1ccco1 (configuration not stated)	-22	-4	6
O=C1NC(Cc2ccccc2)c2nc3cc(F)ccc3c(=O)n2-c2ccc(Cl)cc21 (configuration not stated)	3	3	29
COc1ccc(Cn2cc(CN3CC(N(C)C)CS3(=O)=O)nn2)cc1 (configuration not stated)	-2	-1	4
Cc1ccc(OCc2nc3ccccc3n2C(C)C(=O)Nc2c(C)cccc2C)cc1 (configuration not stated)	-6	-18	15
CC(C)C[C@H]1CN([C@@H](CC(C)C)CN2CCC[C@H]2CN2C(=O)C(=O)NC[C@@H]2Cc2ccc(O)cc2)C(=O)C(=O)N1CC1CCCCCC1	8	-2	-5
COC(=O)C1=C(C)N(C)C(=NCc2cccc(C(F)(F)F)c2)NC1c1ccccc1C(F)(F)F (configuration not stated)	-5	-28	-1
Cc1cccc(-c2ccc(O)cc2CN2CCN(c3ncc(Cc4ccccc4)cn3)CC2)c1	-9	-9	15
CN(C(=O)c1cn(C)c2ccccc12)c1ccc(Oc2cccnc2)cc1	-4	-36	14
COC(=O)CSc1nnc(CNC(=O)c2ccc(S(=O)(=O)N3CCOCC3)cc2)n1C	16	-2	7
CC(C)NC(=O)c1ccc(-n2c(=S)[nH]c3ccccc3c2=O)cc1	-9	10	16
COC(=O)CCCn1cc(CN2CC(N3CCN(CCN(C)C)CC3)CS2(=O)=O)nn1 (configuration not stated)	7	-4	-6
CCOC(=O)c1cc(C)sc1/N=C/C1=C(O)CCCC1=O	1	17	-12
Cc1ccc(Cl)cc1NC(=O)N(C)CCOC(=O)Nc1cccc(Cl)c1	3	-15	-3
O=C(O)CNC(=O)CC1S/C(=N/N=C/c2ccccc2O)NC1=O (configuration not stated)	13	10	7
O=C(COC(=O)C1CCCCC1)NCCc1ccccc1	7	8	-1
O=C(NCc1ccccc1)C(c1ccc(-c2ccccc2)cc1)n1c(=O)c(-c2cc3ccccc3[nH]2)nc2ccccc21 (configuration not stated)	-30	14	-6
C[C@@H]1ON(C)[C@H]2C[C@H]3c4cc(-c5cccc(Cl)c5)ccc4CCN3C[C@@H]12	-33	-30	10
CCOC(=O)c1c(NC(=O)CSc2ncnc3ccccc23)sc(C(C)=O)c1C	0	6	20
CSC(=Cc1ccc(C(=O)c2ccc(C)cc2)n1C)S(C)=O (configuration not stated)	11	-5	-18
COC(=O)c1ccccc1OC(=O)c1cc[n+]([O-])cc1	6	15	-8
COc1cccc(-n2c(-c3ccco3)nc3nc4ccccc4nc32)c1	-15	3	19
CCOP(=O)(OCC)c1nc(-c2cccc3ccccc23)oc1N1CCCCC1	11	-40	5
CCOC(=O)c1cc(-c2cccc(O)c2)oc1C	-91	-10	-199
CN(C(=O)c1ccc(Cl)cc1)c1ccc(OCC(=O)Nc2cc(C(=O)O)ccc2Cl)cc1	19	9	11
